Source: PubChem BioAssay (National Center for Advancing Translational Sciences (NCATS))
ATXN viability – cell viability loss in ATXN counter-screen. S2 cells (HEK-293 line with an ATXN2-luciferase reporter) viability, CellTiter-Fluor protease fluorescence, 24 h. Potency, µM (highest dose often 56.7 µM), hits mostly cytotoxic. hit rate 0.49% among 400,000. AID 651635; also: potency is read from the fitted curve at half-maximal effect; nearly all actives have a fitted effect of over 40% in size
TGFb inhibitor – blocks TGF-b signaling | HepG2 CAGA-GFP TGF-b/SMAD3 reporter, GFP fluorescence, 18 h; TGF-beta stimulated, 500 pg/mL final | Potency, µM (top dose mostly 46.1 µM), for inactives: at the top dose activity, negative = inhibition, hits mostly inhibitors | hit rate 1.2% among 410,000 | AID 588855; also: potency is read from the fitted curve at half-maximal effect; % is scaled to controls: 0 for no effect and ±100 for the full control effect; nearly all actives have a fitted effect of over 65% in size
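First, reporter cells (HEPG2 CAGA-GFP) rested 2 h at 37 degrees C. Next, compounds were pinned in and TGF-beta added to 500 pg/mL final. After 18 h, GFP was imaged per cell and summed per well.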
EPAC2 ag – activates human EPAC2 exchange factor; Q8WZA2; EPAC2 activation, biochemical qHTS; response scale: 100% = 6.5 mM cAMP response; Potency, µM (doses to about 154 µM), inactives show top-dose activation, most hits filed as activators; hit rate 0.079% among 360,000; AID 720711; also: potency is read from the fitted curve at half-maximal effect; nearly all actives have a fitted effect of over 50% in size
Target sequence (Q8WZA2 whole entry, looked up): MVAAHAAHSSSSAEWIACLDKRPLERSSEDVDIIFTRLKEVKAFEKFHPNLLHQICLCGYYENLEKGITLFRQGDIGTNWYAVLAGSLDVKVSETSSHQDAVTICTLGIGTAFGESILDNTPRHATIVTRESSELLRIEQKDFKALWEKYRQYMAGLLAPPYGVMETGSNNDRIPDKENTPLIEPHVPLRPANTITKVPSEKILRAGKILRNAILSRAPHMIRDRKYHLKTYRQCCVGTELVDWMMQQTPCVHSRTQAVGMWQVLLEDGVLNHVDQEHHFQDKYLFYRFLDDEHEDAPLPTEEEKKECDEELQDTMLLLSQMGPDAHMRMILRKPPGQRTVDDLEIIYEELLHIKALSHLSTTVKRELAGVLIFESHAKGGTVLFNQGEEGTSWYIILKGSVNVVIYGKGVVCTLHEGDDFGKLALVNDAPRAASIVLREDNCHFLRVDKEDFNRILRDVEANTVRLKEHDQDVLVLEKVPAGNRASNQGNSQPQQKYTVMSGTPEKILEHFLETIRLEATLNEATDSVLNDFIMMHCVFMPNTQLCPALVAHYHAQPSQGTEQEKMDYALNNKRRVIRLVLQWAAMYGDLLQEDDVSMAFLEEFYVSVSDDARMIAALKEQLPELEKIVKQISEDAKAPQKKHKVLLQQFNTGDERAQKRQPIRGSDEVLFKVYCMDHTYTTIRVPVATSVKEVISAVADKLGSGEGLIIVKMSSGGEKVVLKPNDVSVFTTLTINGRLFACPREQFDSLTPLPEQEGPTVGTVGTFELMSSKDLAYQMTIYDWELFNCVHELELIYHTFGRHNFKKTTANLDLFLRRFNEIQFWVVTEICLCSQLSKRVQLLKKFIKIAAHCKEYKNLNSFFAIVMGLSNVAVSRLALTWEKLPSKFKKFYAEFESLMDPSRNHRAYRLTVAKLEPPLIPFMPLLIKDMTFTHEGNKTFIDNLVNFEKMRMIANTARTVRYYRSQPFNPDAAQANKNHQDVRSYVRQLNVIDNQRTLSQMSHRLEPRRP
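Compounds were titrated in qHTS against a Rap1B-BODIPY-GDP (250 nM) complex with EPAC2 (100 nM) and GDP (50 uM). BODIPY-GDP release tracked at 480/540 nm over 30 min at room temperature, normalized to 6.5 mM cAMP.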
ATXN2 expr inh – reduces ATXN2 reporter expression in HEK-293 cells. HEK-293 ATXN2-luciferase reporter, luminescence, 24 h. Potency, µM (series often up to 57 µM), inactives show at the highest dose activity change, negative = inhibition, hits mostly inhibitors. hit rate 0.72% among 360,000. AID 1745845; also: potency is read from the fitted curve at half-maximal effect; % is scaled to controls: 0 for no effect and ±100 for the full control effect; nearly all actives have a fitted effect of over 55% in size
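ATXN2-luciferase reporter cells (luciferase flanked by upstream and downstream ATXN2 gene portions) were treated 24 h at 37 °C with compounds at up to 57 uM. SteadyGlo luminescence gave expression; GF-AFC fluorescence gave viability.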
HepG2 viability – counter-screen for TGF-b inhibitors: cytotoxicity in HepG2 cells; HepG2 CAGA-GFP viability, ATP luminescence, 18 h; Potency, µM (top dose mostly 46.1 µM), without a hit: at the top dose activity change, negative = cytotoxicity, most hits filed as cytotoxic; hit rate 0.76% among 410,000; also: potency is read from the fitted curve at half-maximal effect; some results filed as inactive show a strong effect at the top dose
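CellTiter-Glo luminescence gave cytotoxicity after 18 hours at 37 degrees C. The cells were HepG2 CAGA-GFP in 1% FBS DMEM, stimulated with 500 pg/mL TGF-beta after compound addition. %Activity was normalised to no-cell wells (complete cell-killing) and DMSO (no toxicity), and curves were fitted and classified.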
Nrf2 ARE act – activates Nrf2 signaling | AREc32 ARE-luciferase reporter (MCF7-derived line), luminescence, 24 h | Potency, µM (doses to about 46.1 µM), for the others: at the highest dose activation, usual class: activators | hit rate 0.31% among 410,000 | AID 624171; also: potency is read from the fitted curve at half-maximal effect; % of control where 0% means no effect; nearly all actives have a fitted effect of over 65% in size
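ARE activation measured as luciferase luminescence (Steady-Glo, 30 min RT) in AREc32_Fluc cells after 24 hr compound exposure at 37 deg C, 5% CO2; cells seeded overnight at 1000/well in OPTI-MEM, 5% FBS.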
IL2 activator – IL-2 activation; AID 652025; activation, % (series mostly up to about 46 µM); hit rate 0.065% among 360,000; IL-2 activation reporter assay, cell-based qHTS; stimulated with anti-CD3/CD4/CD28 beads; in transgenic mouse T cells; in the data active = activation above about 50%; inconclusive = mostly about 30% to 49%; also: 0% is about no effect
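Unstimulated transgenic mouse T cells, 750 per well, received compound and, after 60 minutes, anti-CD3/anti-CD4 bead plus anti-CD28 stimulation. EGFP and DsRed were quantified after 18 hours.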
Nrf2 block – blocks Nrf2 signaling | A549 ARE-Fluc reporter, luciferase luminescence, 18-24 h | Potency, µM (highest dose often 46 µM), inactives show at the top dose activity change, negative = inhibition, most hits filed as inhibitors | hit rate 2.1% among 360,000 | AID 504444; also: potency is read from the fitted curve at half-maximal effect; % is scaled to controls: 0 for no effect and ±100 for the full control effect; nearly all actives have a fitted effect of over 60% in size
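Nrf2 activity is the BugLite luminescence, read 15 min after reagent at room temperature, following CellTiter-Fluor cytotoxicity readout (30 min, 37C). Compound titrations were applied for 18-24 h to 5000 A549 ARE_Fluc cells/well in 5% FBS OPTI-MEM.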
A549 tox – kills or reduces viability of A549 cells in Nrf2 counter-screen | A549 ARE-Fluc cells, CellTiter-Fluor viability, 18-24 h | Potency, µM (highest dose often 46 µM), without a hit: at the highest dose activity change, negative = cytotoxicity, usual class: inhibitors | hit rate 0.16% among 390,000 | AID 504648; also: potency is read from the fitted curve at half-maximal effect; % is scaled to controls: 0 for no effect and ±100 for the full control effect
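A549 ARE-Fluc cells in 5% FBS OPTI-MEM, 5000 cells/well, rested 2 h then exposed to compounds in concentration-response for 18-24 h at 37 °C. Viability by CellTiter-Fluor fluorescence (Ex 405/Em 525) after 30 min; luciferase luminescence (BugLite, 15 min, RT) read afterwards.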
The depositor's hits bear a star; i = inactive; ? = inconclusive; . = not tested or not shown; & = joins results of further samples; [ ] = another dose, or the depositor's remark. Unless noted, calls follow the shape of the dose curve; as a rule, active = well fitted curve in the direction sought with a large enough effect; inconclusive = small, poorly fitted or top-dose-only effect, or another doubt; inactive = no such curve, though single readings can be large; an effect the other way counts as inactive or inconclusive.

SMILES	ATXN viability	TGFb inhibitor	EPAC2 ag	ATXN2 expr inh	HepG2 viability	Nrf2 ARE act	IL2 activator	Nrf2 block	A549 tox
CNCc1ccccc1Sc1cccc2ccccc12	i	?	3%	-37%	-44%	5.3%	-0.5	-27%	4%
COc1ccccc1NC(=O)C(=O)NCc1ccncc1	i	0%	1%	-22%[11.3 µM]	5%	0.0%	-2.2	?	?
COc1ccc(C2(c3ccc(OC)cc3)NC(=O)N(CC(=O)Nc3cc(C)ccc3OC)C2=O)cc1	i	0%	4%	5%	-4%	-1.0%	1.7	?	-11%
Cc1ccc(N2C(=O)CSC23C(=O)N(CC(=O)Nc2ccc(C)cc2C)c2ccccc23)cc1 (centres undefined)	i	-19%	.	4%	-24%	4.6%	.	23%	-8%
O=C(COC(=O)CCc1ccc(S(=O)(=O)N2CCCCC2)cc1)Nc1cccc2ccccc12	i	0%	-3%	1%	5%	0.0%	0.1	20%	-12%
O=C(COC(=O)c1nc(Cl)ccc1Cl)NC1CCCCC1	i	-16%	5%	0%	-13%	-0.4%	0.5	9%	-1%
Cc1ccc(-c2nc(SCCOc3ccccc3C)n3[nH]c(=O)cc3n2)cc1	?	11µM*	.	?	-51%	15%	.	?	3%
CCOc1ccc(/C=C2\SC(=S)N(CCCC(=O)NCCCN3CCOCC3)C2=O)cc1	?	?	2%	8.9µM*	-15%	-2.3%	0.5	?	?
O=C(N/N=C\c1cccnc1)C1c2ccccc2Oc2ccccc21	i	5%	-4%	5%	-9%	-0.8%	1.2	0%	3%
CCOC(=O)c1c(C)oc2c1cc(O)c1ccccc12	i	-2%	4%	81%[activator]	-6%	11%	-0.7	11%	3%
Cc1ccc2nc(NC(=O)CN3C(=O)NC4(CCCC4)C3=O)sc2c1	i	-29%	-2%	40%[activator]	3%	0.8%	-2.1	?	-2%
Cc1nc(N2CCOCC2)[nH]c(=O)c1C	i	3%	2%	-6%	0%	0.2%	0.6	12%	1%
CCC(C)NC(=O)C(=O)NCc1ccncc1 (centres undefined)	i	6%	2%	-11%	1%	-0.2%	-2.0	1%	1%
COc1ccc(C(=O)COC(=O)c2cnc(C)cn2)c(OC)c1	i	16%	6%	2%	7%	-0.7%	3.1	7%	0%
O=C(COC(=O)CN1C(=O)NC2(CCCC2)C1=O)Nc1ccc(C(F)(F)F)cc1[N+](=O)[O-]	i	7%	4%	-8%	0%	1.6%	2.2	8%	1%
COc1ccccc1N1CCN(C(=O)CN(C)S(=O)(=O)c2ccc(C)cc2)CC1	i	-14%	17%	.	-3%	0.4%	2.1	.	.
NC(=O)CSc1nnnn1-c1cccc(Cl)c1	i	-2%	-2%	12%	5%	-0.4%	0.1	-9%	0%
COc1ccc(C2=NN(C(=O)c3ccco3)C(c3cccs3)C2)cc1OC (centres undefined)	?	-3%	7%	.	3%	3.3%	-2.2	.	.
COc1ccc(C(=O)OCC(=O)c2ccc(CNC(C)=O)s2)cc1	i	9%	-2%	35%	-13%	3.3%	-0.3	11%	0%
CCOc1ccc(N(C(C)C(=O)N2CCCCCC2)S(C)(=O)=O)cc1 (centres undefined)	?	-8%	-5%	.	-3%	0.4%	0.6	-17%	-1%
CC1CCCCN1C(=O)CSc1nc(N)nc(N)n1 (centres undefined)	i	21%	8%	-4%	3%	0.1%	-0.9	19%	18%
CN1C(=O)/C(=C2\SC(N3CCCCCC3)=NC2=O)c2ccccc21	i	-3%	-5%	48%[activator]	-12%	5.0%	2.4	18%	-7%
CC1(c2ccc(Cl)cc2)NC(=O)N(CC(=O)NCc2ccc(F)cc2)C1=O (centres undefined)	i	-11%	11%	2%	-16%	0.1%	-3.0	-18%	-6%
CCOc1ccc(C(=O)NCC(c2cccs2)N(C)C)cc1OCC (centres undefined)	i	-7%	-1%	5%	-20%	0.5%	-0.2	4%	-1%
COc1cc(C2C3=C(CCCC3=O)Nc3c2c(C)nn3-c2cccc(C)c2)cc(OC)c1O (centres undefined)	i	-26%	7%	9%	-1%	1.9%	-1.3	10%	5%

Five structures already listed, ordered by length of the SMILES, smallest number first:
SMILES	ATXN viability	TGFb inhibitor	EPAC2 ag	ATXN2 expr inh	HepG2 viability	Nrf2 ARE act	IL2 activator	Nrf2 block	A549 tox
Cc1nc(N2CCOCC2)[nH]c(=O)c1C	i	3%	2%	-6%	0%	0.2%	0.6	12%	1%
Cc1ccc2nc(NC(=O)CN3C(=O)NC4(CCCC4)C3=O)sc2c1	i	-29%	-2%	40%[activator]	3%	0.8%	-2.1	?	-2%
Cc1ccc(N2C(=O)CSC23C(=O)N(CC(=O)Nc2ccc(C)cc2C)c2ccccc23)cc1 (centres undefined)	i	-19%	.	4%	-24%	4.6%	.	23%	-8%
COc1ccc(C2(c3ccc(OC)cc3)NC(=O)N(CC(=O)Nc3cc(C)ccc3OC)C2=O)cc1	i	0%	4%	5%	-4%	-1.0%	1.7	?	-11%
O=C(COC(=O)CN1C(=O)NC2(CCCC2)C1=O)Nc1ccc(C(F)(F)F)cc1[N+](=O)[O-]	i	7%	4%	-8%	0%	1.6%	2.2	8%	1%

Additional structures.
SMILES	ATXN viability	TGFb inhibitor	EPAC2 ag	ATXN2 expr inh	HepG2 viability	Nrf2 ARE act	IL2 activator	Nrf2 block	A549 tox
CCn1cnc2c1c(=O)n(CC(=O)NCC(F)(F)F)c(=O)n2Cc1ccccc1	i	0%	10%	-9%	-3%	0.2%	-2.6	0%	-2%
Cc1cccc(N2CCN(C(=O)c3nn(C)c4c3CS(=O)(=O)c3ccccc3-4)CC2C)c1 (centres undefined)	?	-18%&-23%	11%	?	-25%&-25%	-0.3%&0.4%	-1.6	-19%&1%	?
Cn1c(=O)c2cc(NC(=O)CCc3ccccc3)ccc2n1Cc1cccc(C(F)(F)F)c1	i	-4%	2%	-4%	5%	0.0%	-0.2	.	.
CSc1nc(Oc2ccc(F)cc2)c2ccccc2n1	i	14%	10%	-13%	-4%	1.0%	0.2	7%	8%
Cc1ccc(C)c(Cn2c(=O)c3c(nc4n3CCN4c3ccccc3)n(C)c2=O)c1	.	1%	.	.	-3%	0.1%	.	?	-9%
CCCCNC(=O)CSc1nnc(-c2c[nH]c3ccccc23)n1CC1CCCO1 (centres undefined)	i	1%	6%	2%	-11%	-0.3%	1.8	.	0%
COc1cccc(-n2c(C)nc3c(cnn3-c3ccc(Cl)cc3)c2=O)c1	i	-5%	-5%	5%	20%	0.0%	-0.5	?	-3%
Cc1cc(=O)n2nc(N3CCCC(C(=O)NC(C)c4ccccc4)C3)sc2n1 (centres undefined)	i	-19%	1%	-6%	-2%	-0.3%	-1.0	23%	-4%
O=C(Oc1cc(=O)oc2ccccc12)c1cccnc1Cl	i	-2%	4%	7%	-1%	-0.7%	-0.1	10%	-3%
CCN(CC)S(=O)(=O)c1ccc2oc(C(=O)N3CCCCCC3)c(C)c2c1	i	-5%	-2%	-5%	-24%	-0.4%	-2.8	-22%	-1%
Cc1ccc2c(c1)C(=O)C(=O)N2CCOc1ccccc1	?	?	12%	18%	-9%	3.1%	-4.3	5%	-6%
O=C(CN1CCN(Cc2ccccc2)CC1)Nc1nc2ccccc2s1	i	-26%	3%	-2%	-50%	0.5%	1.4	10%	-1%
Cc1cccc(NC(=O)[C@@H]2CCCN2C(=O)OC(C)(C)C)c1C	i	12%	18%	17%	5%	1.4%	-0.4	-9%	-3%
CCOc1ccccc1Nc1nnc(SCC(=O)NC(Cc2c[nH]c3ccccc23)C(=O)O)s1 (centres undefined)	i	10%	16%	-1%	-17%	1.1%	5.1	-1%	10%
CC(=O)c1ccc(-c2ccc(-c3cc(=O)oc4c(C(C)C)ccc(C)c34)cc2)cc1	i	-36%	14%	?	-4%	0.9%	-0.4	23µM*	0%
COc1ccc(S(=O)(=O)N2CCCC2C(=O)Nc2nccs2)cc1 (centres undefined)	i	18%	12%	-3%	14%	0.3%	-0.2	.	0%
CC(C)OCCCn1c(=N)c(C(N)=S)cc2c(=O)n3ccccc3nc21	?	12%	-18%	-17%	-17%	0.3%	0.1	7%	?
COc1ccccc1C(=O)COC(=O)c1cc(S(=O)(=O)N2CCCCC2)ccc1N1CCOCC1	i	5%	13%	-12%	1%	0.3%	-1.4	9%	-5%
COc1cc(SC)ccc1C(=O)Nc1cc(C)c(OCC(=O)N2CCOCC2)c(C)c1	i	-3%	-8%	17%	-16%	4.6%	-1.3	?	-18%
S=c1[nH]nc(-c2cccnc2)n1C1CCCCC1	i	-24%	6%	6%	-4%	-0.1%	-0.1	4%	-1%
O=C(CC(C(=O)O)c1cccc(Cl)c1)c1ccccc1 (centres undefined)	i	2%	4%	2%	7%	-0.6%	-2.6	7%	-3%
Cc1ccc(C(=O)COC(=O)CN2C(=O)C3C4CCC(C4)C3C2=O)cc1C (centres undefined)	i	1%	8%	5%	2%	-0.4%	-2.4	17%	-2%
CCCS(=O)(=O)NC(=O)C1(C)CCN1C(=O)Cc1ccc(Cl)cc1Cl (centres undefined)	i	-5%	-1%	6%	-5%	-0.7%	0.3	.	.
COc1ccc2c(c1)CCc1c(C(=O)Nc3ccc(C#N)cc3)noc1-2	i	-4%	.	-11%	-7%	4.4%	.	6%	1%
O=C(Nc1ccc([N+](=O)[O-])cc1)c1ccccc1	i	-3%	8%	16%	-3%	3.8%	-4.0	?	5%
COc1ccc(C2N(Cc3ccccc3)CC(=O)N2/N=C(\C)c2ccccc2)cc1 (centres undefined)	i	-4%	16%	9%	-9%	2.9%	-0.7	26%	13%
CN(C)CCCCOc1ccccc1-c1ccccc1	i	-6%	15%	0%	-14%	0.1%	0.1	7%	7%
